# IMPase inh – cell-permeable inhibitors of inositol monophosphatase (IMPase). inhibition (IP1 accumulation), % at 46.1 µM. 120,000 tested, under 10 active. CHO-M1 cells, IP1 accumulation, HTRF TR-FRET ratio. AID 901; active = well fitted curve in the direction sought with a large enough effect in the signal ratio, not every such curve was filed as active; inconclusive = small, poorly fitted or top-dose-only effect, or a change in a side signal; inactive = no such curve, though single readings can be large or run the other way; the % refers to the signal ratio;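 note: cells stimulated with carbachol in lithium chloride buffer; plate controls were DMSO basal wells for no effect and reference inhibitor wells for full effect; higher means more IMPase inhibition seen as more IP1 and lower FRET ratio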
# Target sequence (P97697 whole entry, looked up): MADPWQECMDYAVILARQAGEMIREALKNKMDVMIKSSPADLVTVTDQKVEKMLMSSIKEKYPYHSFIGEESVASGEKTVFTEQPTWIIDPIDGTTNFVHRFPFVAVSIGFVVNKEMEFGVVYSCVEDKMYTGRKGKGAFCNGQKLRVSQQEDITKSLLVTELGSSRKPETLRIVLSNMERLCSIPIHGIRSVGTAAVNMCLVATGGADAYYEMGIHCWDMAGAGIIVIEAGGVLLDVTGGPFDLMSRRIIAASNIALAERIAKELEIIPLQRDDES
#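 Cellular IMPase inhibition is scored as a rise in cytosolic IP1, detected by competitive TR-FRET between d2-labelled IP1 and a europium anti-IP1 antibody. M1-expressing CHO cells were stimulated with carbachol for 30 min at 37C, with lithium (50 mM LiCl) present in the buffer.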
# The depositor's hits bear a star; u = inconclusive.
# The first 4 records as a preview:
No.	IMPase inh	mol
1	-7	Cc1ccc(C2C=C(c3ccc(Cl)cc3)Nc3nc(NS(=O)(=O)c4ccccc4)nn32)cc1 (stereo unspecified)
2	-15	CCc1ccc(OCC(=O)Nc2ccc3c(c2)c2ccccc2n3CC)cc1
3	5	Cc1nc(SCC(=O)OC(C)(C)C)c2c3c(sc2n1)CCCC3
4	-4	O=S(=O)(Nc1ccc(O)c(Sc2nc3ccccc3s2)c1)c1cc(Cl)ccc1Cl

# The list itself, from the first entry:
No.	IMPase inh	mol
1	-7	Cc1ccc(C2C=C(c3ccc(Cl)cc3)Nc3nc(NS(=O)(=O)c4ccccc4)nn32)cc1 (stereo unspecified)
2	-15	CCc1ccc(OCC(=O)Nc2ccc3c(c2)c2ccccc2n3CC)cc1
3	5	Cc1nc(SCC(=O)OC(C)(C)C)c2c3c(sc2n1)CCCC3
4	-4	O=S(=O)(Nc1ccc(O)c(Sc2nc3ccccc3s2)c1)c1cc(Cl)ccc1Cl
5	-2	Cc1cc(Br)ccc1NC(=O)c1cn(C2CCCC2)c(=O)c2c1c1ccccc1n2C
6	-4	CCOC(=O)c1c(NC(=O)COc2ccc(Cl)cc2C)sc(C(C)=O)c1C
7	-4	COc1ccc(Br)c2c1-c1nc(NC(=O)c3cccc(C)c3)sc1C2
8	1	COc1ccc(Nc2nnc(-n3nc(C)cc3C)c3ccccc23)cc1
9	10	CCOC(=O)c1ccc(-c2ccc(/C=C(\C#N)c3nc4ccc(C)cc4[nH]3)o2)cc1
10	-12	CC(=O)Nc1ccc(/C=C/c2nc(-c3ccccc3O)n(-c3ccccc3)n2)cc1
11	-3	CCCSc1nnc2c(n1)OC(CC)N(C(C)=O)c1ccccc1-2 (stereo unspecified)
12	1	Cc1c(Cl)cccc1NC(=O)CCOc1ccccc1
13	-2	Cc1ccc2oc(-c3cc(NC(=O)c4oc5ccccc5c4C)ccc3Cl)nc2c1
14	u	Cc1ccc(-c2noc(CCC(=O)Nc3ccc(F)cc3Cl)n2)cc1
15	-3	Nc1nonc1-c1nc2ccccc2n1Cc1cccc(Cl)c1
16	1	CCc1ccc(NC(=O)CN2C(=O)C(=O)c3ccccc32)cc1
17	-1	CC1CCN(S(=O)(=O)c2cn(CC(=O)Nc3cccc(C(F)(F)F)c3)c(=O)c3ccccc23)CC1
18	4	Clc1ccc(Nc2nc(-c3ccccc3)c3ccccc3n2)c(Cl)c1
19	-1	COc1ccc2nc3sc(C(=O)N4CCN(c5ccccc5)CC4)cc3cc2c1
20	5	Cc1ccc(S(=O)(=O)c2nc(-c3cccs3)oc2N2CCCCC2)cc1
21	-2	CCc1ccccc1NC(=O)CSc1nc(C)c(C(=O)Nc2ccccc2)c(-c2ccc(Cl)cc2)c1C#N
22	-14	Cc1ccc(N(C(=O)COc2ccccc2C)S(=O)(=O)c2ccc(Cl)cc2)cc1
23	15	COc1ccc(-c2ccc(CCC(=O)O)n2-c2ccc(Cl)cc2C)cc1
24	-12	O=C(Nc1cccc(NC(=O)c2ccccc2F)c1)c1ccccc1
25	8	COc1ccc(-c2nc(SCC(=O)Nc3ccc4c(c3)OCCO4)c(-c3ccc(F)cc3)[nH]2)cc1OC
26	4	CCOc1ccc(C2Nc3c(C)cccc3-c3cc(C)nn32)cc1 (stereo unspecified)
27	-10	CCOC(=O)c1c(NC(=O)/C=C/c2ccc(Cl)cc2)sc2c1CCC(C)C2 (stereo unspecified)
28	-3	CCCCCCNc1ncnc2c1sc1nc(N3CCOCC3)c3c(c12)CCCC3
29	3	COc1ccc(NC(=O)c2c(NC(=O)C(F)(F)F)sc3c2CCCCC3)cc1
30	-5	Cc1ccc2c(c1)c(=O)c1ccccc1n2CCCC(=O)Nc1ccc(C)c(F)c1

# Some of the entries above in a different format:
2: CCc1ccc(OCC(=O)Nc2ccc3c(c2)c2ccccc2n3CC)cc1
  IMPase inh: -15

3: Cc1nc(SCC(=O)OC(C)(C)C)c2c3c(sc2n1)CCCC3
  IMPase inh: 5

4: O=S(=O)(Nc1ccc(O)c(Sc2nc3ccccc3s2)c1)c1cc(Cl)ccc1Cl
  IMPase inh: -4

# (continued)
No.	IMPase inh	mol
31	3	COc1ccc(NC(=O)c2c(NC(=O)c3cccc(C)c3)sc3c2CCCC3)cc1
32	-6	Cc1cc(NS(=O)(=O)c2ccc(NC(=O)c3ccccc3F)cc2)nc(C)n1
33	-2	Cc1ccccc1C(=O)Nc1sc2c(c1C(=O)N1CCCCC1)CCC(C(C)(C)C)C2 (stereo unspecified)
34	12	COc1ccc(OC)c(NC(=O)c2sc3nc4c(cc3c2N)CCCCCC4)c1
35	-2	Cc1ccc(OCC(=O)N(c2ccc(C)cc2)S(=O)(=O)c2ccc(Cl)cc2)cc1
36	-9	Cc1c(Cl)cccc1NC(=O)Cn1nnc2sc3c(c2c1=O)CCCC3
37	-2	CCOc1ccc(Nc2nc(C)c(NC(=O)c3cccc(OC)c3)c(Nc3ccc(OCC)cc3)n2)cc1
38	-2	CCn1c(=N)c(C(=O)NCc2ccccc2)cc2c(=O)n3cccc(C)c3nc21
39	-1	Cc1ccc2nc(NCCc3ccc(Cl)cc3)c3nncn3c2c1
40	-3	CCOC(=O)c1ccccc1NC(=O)CN(c1cccc(C)c1C)S(=O)(=O)c1ccccc1
41	-2	CCOCCCn1c(=N)c(C(=O)NC(C)c2ccccc2)cc2c(=O)n3cccc(C)c3nc21 (stereo unspecified)
42	-15	CCCCOC(=O)c1ccc(NC(=O)/C(C#N)=C/c2ccc(-c3ccccc3)o2)cc1
43	-7	COc1cc(NC(=O)CCN2CCN(CCO)CC2)cc(OC)c1
44	5	Cc1ccc(SCCNC(=O)CN(c2ccccc2)S(=O)(=O)N(C)C)cc1
45	-14	CCOc1ccccc1NC(=O)c1ccc(C(=O)Nc2ccccc2OCC)cc1
46	3	Cc1ccc(Nc2nc3ccccc3c3nncn23)cc1C
47	-18	Cc1ccc(-n2nc3ccc(NC(=O)COc4ccccc4)cc3n2)cc1Cl
48	-7	CCOc1ccc(OCCOCCn2c(-c3ccc(Cl)cc3)nc3ccccc3c2=O)cc1
49	9	Cc1nn(-c2ccccc2)c2sc(C(=O)Nc3cccc(O)c3)cc12
50	u	Cc1ccccc1-c1nnc(SCC(=O)N2CCCc3ccccc32)o1
51	4	CCC(C)n1c(=N)c(C(=O)NC2CCCC2)cc2c(=O)n3ccccc3nc21 (stereo unspecified)
52	3	CC1=C(C(=O)OCC2CCCCC2)C(c2cccc(Cl)c2Cl)CC(=O)N1 (stereo unspecified)
53	3	Cn1nc(-c2ccc(OCC(=O)Nc3ccc(Cl)cc3)cc2)c2ccccc2c1=O
54	-6	CCOC(=O)c1cnc2ccc(C(=O)OC)cc2c1Nc1ccc(OCc2ccccc2Cl)cc1
55	u	Cc1ccc2c(c1)c(=O)c1ccccc1n2CCCC(=O)Nc1cc(Cl)ccc1C
56	u	Cn1c(=O)c(=O)n(C)c2cc(NC(=O)c3ccccc3Br)ccc21
57	-8	CN(C)c1ccc(/C=C(\C#N)c2nc(-c3ccc(Cl)c(Cl)c3)cs2)cc1
58	-2	Cc1ccc2oc3c(c(=O)c2c1)C(c1ccccc1F)N(CCCN1CCOCC1)C3=O (stereo unspecified)
59	3	Cc1c(NC(=O)c2nc3ccccc3nc2N2CCCCC2)cccc1[N+](=O)[O-]
60	8	Cc1ccc(OCC(=O)Nc2c(C(=O)c3ccc(Cl)cc3)oc3ccccc23)cc1C

# Going on with the list.
No.	IMPase inh	mol
61	-12	Cc1nnc(N2C(=O)c3oc4ccccc4c(=O)c3C2c2ccc(F)cc2)s1 (stereo unspecified)
62	-16	C=C(C)CSc1nc2sc3c(c2c(=O)n1Cc1ccccc1)CC(C)(CC)OC3 (stereo unspecified)
63	-7	CCOc1ccccc1NC(=O)c1cn(C2CCCC2)c(=O)c2c1c1ccccc1n2C
64	-10	COc1ccc(NC(=O)c2ccc(-c3cccc(Cl)c3C)o2)cc1
65	0	COc1ccc(-c2nc(SCC(=O)Nc3ccc4c(c3)OCO4)c(-c3ccc(F)cc3)[nH]2)cc1OC
66	-6	CCN(Cc1ccccc1)Cc1c(O)ccc2c(=O)c(-c3ccccc3)c(C(F)(F)F)oc12
67	-9	O=c1oc2ccccc2cc1-c1nnc(Nc2ccc(Cl)cc2Cl)s1
68	u	O=C(Nc1ccc(O)cc1)c1cccc(S(=O)(=O)N2CCOCC2)c1
69	-1	COc1ccc(CCn2c(=O)c3ccccc3n(CC(=O)Nc3cccc(C)c3)c2=O)cc1OC
70	-5	CCN(C(=O)CCNC(=O)Cn1cnc2ccccc2c1=O)c1cccc(Cl)c1
71	-1	COc1cccc(Nc2nc3cc(Cl)c(Cl)cc3nc2-n2nc(C)cc2C)c1
72	11	O=C(Nc1ccc(Cl)cc1)C1CCN(S(=O)(=O)c2ccc(Br)s2)CC1
73	u	O=C1CC(c2cc(F)cc(F)c2)c2cc3c(cc2N1)OCO3 (stereo unspecified)
74	7	COc1ccc(-c2nn(-c3ccccc3)cc2C2NC(=O)NC(C)=C2C(=O)OC(C)C)cc1Cl (stereo unspecified)
75	20	CCOc1ccccc1C(=O)Nc1cc2c(cc1N1CCCCC1)n(C)c(=O)n2C
76	-2	O=C(CN1C(=O)c2cccc3cccc1c23)Nc1ccccc1Br
77	-11	Cc1nc2scc(C)n2c(=O)c1S(=O)(=O)Nc1ccc(N2CCOCC2)cc1
78	u	COc1ccc(Cl)cc1NC(=O)CSC1=Nc2ccccc2C2=NC(CCC(=O)NCc3ccc(F)cc3)C(=O)N12 (stereo unspecified)
79	-4	COC(=O)c1c(NC(=O)COc2c(C)cccc2C)sc2c1CCCC2
80	-2	CCOc1ccc(C(=O)Nc2cccc(-c3nc4cc(Cl)cc(Cl)c4o3)c2)cc1
81	-6	Cc1ccc2c(c1)c(=O)c1ccccc1n2CCCC(=O)Nc1ccc(Cl)c(Cl)c1
82	-3	CCOC(=O)c1c(NC(=O)CCCOc2ccc(C(C)(C)C)cc2)sc2c1CCCC2
83	4	Cc1cc(C)n2c(Nc3c(C)cccc3C)c(-c3ccsc3)nc2n1
84	12	COC(=O)c1ccccc1NC(=O)Cn1nc(C(F)(F)F)c2c1CCCC2
85	0	COc1cccc(-c2nc(SCC(=O)Nc3ccc4c(c3)OCO4)c(-c3ccccc3)[nH]2)c1
86	5	CC(C)(C)c1ccc(OCCOCCn2c(-c3ccc(Cl)cc3)nc3ccccc3c2=O)cc1
87	-6	COc1ccccc1OCC(=O)N(Cc1cccs1)C1CCS(=O)(=O)C1 (stereo unspecified)
88	18	CCOC(=O)C1CCN(C(=O)c2ccc3c(c2)N=C(CC)c2cc(C)ccc2S3)CC1
89	7	CC1=C(C(N)=O)C(c2ccccc2F)n2nc(-c3ccc(Cl)cc3)nc2N1 (stereo unspecified)
90	5	CCOCN(C(=O)Cn1c(CC(C)C)nc2ccccc21)c1c(C)cccc1CC

# The results go on:
No.	IMPase inh	mol
91	4	O=S(=O)(c1ccc(Cl)cc1)c1nc(-c2cccs2)oc1N1CCCCC1
92	-2	CC(=O)c1c(C)oc2ccc(N(C(=O)c3ccncc3)S(=O)(=O)c3ccc(C)cc3C)cc12
93	-15	COc1ccccc1/C=C(\C#N)c1nc(-c2cc3ccccc3oc2=O)cs1
94	0	O=C(CN1C(=O)COc2ccc(Cl)cc21)Nc1ccc(F)cc1
95	5	COC(=O)c1ccc(NC(=O)Cn2c(=O)oc3ccccc32)cc1
96	10	Cc1ccc(N2CCN(Cc3nnc(-c4ccccc4F)o3)CC2)c(C)c1
97	1	Cc1cc(C(F)F)n2nc(C(=O)Nc3cc(Cl)ccc3C)nc2n1
98	23	COc1ccc(CCCc2nnc(SCC(=O)Nc3cc(F)ccc3C)o2)cc1
99	8	CNC(=O)COc1ccc(Nc2nnc(-c3ccc(C)c(S(=O)(=O)NC(C)(C)C)c3)c3ccccc23)cc1
100	1	Cc1ccc(NC(=O)Cn2c(-c3ccc4c(c3)OCO4)cn(-c3ccccc3)c2=O)cc1
101	-6	CCOc1ccc(C(=O)Nc2ccc(-c3cc4ccccc4oc3=O)cc2)cc1Br
102	-4	Cc1c(Cl)cccc1NC(=O)c1ncn(-c2ccccc2)n1
103	2	Cc1ccc(-n2c(CCC(=O)O)ccc2-c2cccs2)cc1Cl
104	-1	CNC(=O)c1ccc(NC(=O)COc2ccc(-c3nn(C)c(=O)c4ccccc34)cc2)cc1

# Five records picked at random from the list so far, as already listed:
No.	IMPase inh	mol
98	23	COc1ccc(CCCc2nnc(SCC(=O)Nc3cc(F)ccc3C)o2)cc1
103	2	Cc1ccc(-n2c(CCC(=O)O)ccc2-c2cccs2)cc1Cl
92	-2	CC(=O)c1c(C)oc2ccc(N(C(=O)c3ccncc3)S(=O)(=O)c3ccc(C)cc3C)cc12
95	5	COC(=O)c1ccc(NC(=O)Cn2c(=O)oc3ccccc32)cc1
100	1	Cc1ccc(NC(=O)Cn2c(-c3ccc4c(c3)OCO4)cn(-c3ccccc3)c2=O)cc1

# High-throughput results: PubChem BioAssay, National Center for Advancing Translational Sciences (NCATS)

# The list is partial, so the mix of outcomes need not match the whole.
